# HKDC1 inh: HKDC1 hexokinase inhibitors, primary screen, biochemical, fluorescence, uHTS; Q2TB90; recombinant HKDC1, G6PDH/diaphorase resazurin coupled fluorescence; inhibition, % at 20 µM; 0.16% of 340,000 active; AID 493160, 2011;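 active means inhibition above about 35% when tested at 20 µM, limit read from the data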;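 further: plate controls were DMSO wells with enzyme for no effect and DMSO wells lacking enzyme for full effect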
#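 Test system: HK5 enzyme. Quantity: 5 µg/mL HK5 final. Reagent: glucose and ATP substrates. Schedule: 90 min reaction incubation at room temperature, dark. Technique: resazurin-to-resorufin fluorescence via G6PDH and diaphorase coupling, 525/613 nm. Control set: DMSO wells with and without enzyme mix.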
# SENP7 inh: SENP7 protease inhibitors, primary screen, biochemical, luminescence, uHTS. recombinant SENP7, Z-RLRGG-aminoluciferin luminescence, 40 min. 1.5% of 330,000 active. Sentrin-specific protease 7 (Homo sapiens), Q9BQF6. inhibition, % at 5 µM. AID 434973, 2010;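 active means inhibition above about 50% at the single test dose, limit read from the data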;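 further: plate controls were DMSO with enzyme for no effect and no enzyme buffer wells for full effect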
# Target sequence (Q9BQF6 706-1050 limits assumed): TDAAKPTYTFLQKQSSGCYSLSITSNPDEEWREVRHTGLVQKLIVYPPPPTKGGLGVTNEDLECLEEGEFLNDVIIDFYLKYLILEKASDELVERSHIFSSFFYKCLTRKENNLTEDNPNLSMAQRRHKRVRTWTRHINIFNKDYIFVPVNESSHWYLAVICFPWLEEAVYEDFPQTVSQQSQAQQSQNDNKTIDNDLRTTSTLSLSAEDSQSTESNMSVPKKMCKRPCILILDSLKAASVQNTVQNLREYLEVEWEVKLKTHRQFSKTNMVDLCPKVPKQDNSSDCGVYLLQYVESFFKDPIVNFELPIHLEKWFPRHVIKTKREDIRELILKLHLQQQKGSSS
# beta cell repl: inducers of MIN6 beta-cell proliferation, primary screen, ATP luminescence, uHTS; MIN6 cells proliferation, ATPlite luminescence, 48 h; cells starved in 0.2% serum; 100% = growth in 10% serum; AID 2380, 2010; proliferation, % at 10 µM; 0.29% of 330,000 active;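 active means compounds whose signal lies at least 3.5 SD above the mean of all wells on their plate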;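 further: 0% = DMSO-treated cells in low-serum medium and 100% = 10% serum control; some compounds called inactive have numbers as strong as hits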
# PfGluPho inh: PfG6PD enzyme inhibitors, primary screen, biochemical, fluorescence intensity, uHTS. glucose-6-phosphate dehydrogenase-6-phosphogluconolactonase (Plasmodium falciparum 3D7). PfGluPho enzyme, NADPH resazurin-diaphorase fluorescence. inhibition, % at 20 µM. 0.78% of 350,000 active;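 active means inhibition reaching at least a set limit at 20 µM in the primary screen, cut at about 59% in these data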;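 further: 0% = DMSO wells with substrate and 100% = DMSO wells lacking glucose-6-phosphate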
# UBC13 inh: UBC13 polyubiquitin chain formation inhibitors, primary screen, biochemical, TR-FRET, uHTS; Ubiquitin-conjugating enzyme E2 N (Homo sapiens), P61088; AID 485273, 2010; 0.47% of 330,000 active; inhibition, % at 20 µM; in the data active means inhibition above about 45%, passing the limit was not always enough
# SENP6 block: SENP6 protease inhibitors, primary screen, biochemical, luminescence, uHTS. Sentrin-specific protease 6 (Homo sapiens), Q9GZR1. Recombinant SENP6 catalytic domain, aminoluciferin luminescence. inhibition, % at 10 µM. 1.8% of 330,000 active. AID 2599, 2010;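 active means inhibition above about 50% at the single tested dose, limit read from the data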;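 further: plate controls were DMSO wells with enzyme for no effect and DMSO wells lacking enzyme for full effect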
# Target sequence (Q9GZR1 628-1112 limits assumed): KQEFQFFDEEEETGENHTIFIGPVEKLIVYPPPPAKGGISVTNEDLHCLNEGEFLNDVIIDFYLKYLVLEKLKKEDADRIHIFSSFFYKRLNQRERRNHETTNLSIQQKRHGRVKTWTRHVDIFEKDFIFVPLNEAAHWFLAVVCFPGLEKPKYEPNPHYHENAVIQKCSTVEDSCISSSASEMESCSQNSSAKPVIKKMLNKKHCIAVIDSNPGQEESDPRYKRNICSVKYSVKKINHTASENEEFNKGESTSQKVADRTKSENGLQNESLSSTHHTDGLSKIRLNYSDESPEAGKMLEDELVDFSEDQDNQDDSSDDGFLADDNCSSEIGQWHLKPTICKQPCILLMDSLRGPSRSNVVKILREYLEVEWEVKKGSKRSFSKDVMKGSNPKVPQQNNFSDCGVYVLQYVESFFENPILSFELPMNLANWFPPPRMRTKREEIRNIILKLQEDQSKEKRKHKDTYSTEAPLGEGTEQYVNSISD
# SENP8 block-1: human SENP8 protease inhibitors, primary screen, biochemical, fluorescence, Nedd8 protein substrate, uHTS; recombinant SENP8; inhibition, % at 20 µM; 0.64% of 360,000 active; AID 602440, 2012; in the data active means inhibition mostly above about 40%, no sharp cut-off; inactive means mostly below about 27%
# Target sequence (Q96LD8 whole entry, looked up): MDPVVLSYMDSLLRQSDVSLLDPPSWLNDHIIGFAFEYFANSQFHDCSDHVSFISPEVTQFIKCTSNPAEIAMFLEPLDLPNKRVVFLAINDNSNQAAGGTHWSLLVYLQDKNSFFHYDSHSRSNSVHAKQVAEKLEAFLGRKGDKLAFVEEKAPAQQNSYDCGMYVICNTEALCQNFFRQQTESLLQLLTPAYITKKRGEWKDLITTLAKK
# SENP1 inh: human SENP1 catalytic domain inhibitors, primary screen, biochemical, FRET, uHTS | Sentrin-specific protease 1 (Homo sapiens), Q9P0U3 | recombinant SENP1 catalytic domain, CyPet-SUMO1-YPet FRET cleavage | inhibition, % at 10 µM | 0.21% of 360,000 active;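 active means inhibition at least 30% at 10 µM, raw YFP signal under a set limit, fluorescence ratio 0.5 to 1.5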;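 further: 0% = enzyme with DMSO and 100% = no enzyme wells; some results filed as inactive read as strong as hits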
#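 Material: hSENP1 catalytic domain, recombinant; medium: Tris pH 8 with BME, BSA, NP40 and catalase; compound: single concentration of 10 µM compound, 0.5% DMSO final; technique: FRET read of cyan and yellow fluorescence; timing: 50 min enzyme reaction, room temperature, light-protected; reagent: SFCypet-SUMO1-SFYpet substrate at 25 nM; control set: no-enzyme low, enzyme-DMSO high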
# SENP8 block-2: SENP8 protease inhibitors, primary screen, biochemical, luminescence; Sentrin-specific protease 8 (Homo sapiens), Q96LD8; purified SENP8, Z-RLRGG-aminoluciferin cleavage; inhibition, % at 10 µM; 1.2% of 330,000 active; AID 2540, 2010; in the data active means inhibition above about 50%
# * = called active by the depositor; . = no result given. Rows were taken by chance; about 4% have a hit in one of these screens.
SMILES,HKDC1 inh,SENP7 inh,beta cell repl,PfGluPho inh,UBC13 inh,SENP6 block,SENP8 block-1,SENP1 inh,SENP8 block-2
N#Cc1ccccc1CSc1ncccc1C(=O)O,-2,-15,-1,-1,0,-16,5,0,-10
O=C(O)Cn1c(SC2CCCCC2)nc2ccccc21,-4,3,2,-19,1,7,17,0,-6
COc1ccccc1Nc1ncnc2c1c(C)c(C)n2CCO,1,-6,2,1,4,-3,-94,3,0
Cc1cc2occ(CC(=O)N(C)CC(=O)Nc3ccccc3Cl)c2cc1C,0,-16,-3,16,0,-18,14,0,-11
COc1cc([N+](=O)[O-])ccc1NC(=O)/C=C/C(=O)O,-9,4,1,-8,-1,-11,6,0,3
CS(=O)(=O)N1CCCC(C(=O)NCCc2ccc(Cl)cc2)C1 (stereo not drawn),8,-4,-3,-12,0,-23,-1,0,-5
Cc1ccc(C(=O)O)cc1[N+](=O)[O-],-5,-9,-3,20,-3,2,7,-1,6
C1CCN(c2nc(N3CCCCC3)nc(N3CCNCC3)n2)CC1,-12,3,-6,-14,4,5,24,2,-1
COc1c([N+](=O)[O-])cc(C(=O)NNC(=O)c2ccc(C)cc2)cc1[N+](=O)[O-],-4,1,-1,-4,-8,13,20,1,4
COc1ccc(N2C(=O)c3ccccc3NC2c2ccc(OC)c(CSc3ccccn3)c2)cc1 (stereo not drawn),-4,-5,-2,6,6,-13,-288,2,-6
CC1(C)CC2CC(C)(CN2C(=O)c2cc(-c3ccccc3O)on2)C1 (stereo not drawn),6,-4,-7,-11,6,-4,4,-4,4
O=C(CS(=O)(=O)c1ccccc1)Nc1ccccn1,-10,2,-1,9,11,0,4,2,0
CN(CC(=O)Nc1ccc2c(c1)OCCO2)S(=O)(=O)c1cccc2cccnc12,-4,-6,11,15,-1,-4,4,-3,-6
O=C(c1ccccc1OCc1ccc(Cl)cc1)N1CCN(c2ccccn2)CC1,-3,14,3,19,0,-13,-7,3,-10
CN(c1ccccc1)S(=O)(=O)c1cccc(NC(=O)COc2ccccc2)c1,-2,-5,-4,12,2,-6,4,0,-9
COC(=O)CSc1n[nH]c(-c2ccncc2)n1,-8,-7,-2,15,1,-12,20,0,-2
COC(=O)[C@H](Cc1c[nH]c2ccccc12)NC(=O)CCCc1c[nH]c2ccccc12,-1,-12,-2,7,7,-2,15,1,-2
O=S1(=O)[C@H]2C[C@@H]3C=C[C@@]2(CN1Cc1ccccc1F)O3,-2,1,-3,0,0,-11,13,1,-3
O=C(O)CCC(=O)N1CCN(c2ncccn2)CC1,-6,-5,-2,0,-2,2,-11,1,-5
CCCCCCn1c(N)c(C#N)c2ccc([N+](=O)[O-])cc2c1=O,9,-4,2,-1,-18,-5,-140,-42,-12

# Just PfGluPho inh (two entries from above):
SMILES,PfGluPho inh
COC(=O)CSc1n[nH]c(-c2ccncc2)n1,15
COC(=O)[C@H](Cc1c[nH]c2ccccc12)NC(=O)CCCc1c[nH]c2ccccc12,7

# Next part:
SMILES,HKDC1 inh,SENP7 inh,beta cell repl,PfGluPho inh,UBC13 inh,SENP6 block,SENP8 block-1,SENP1 inh,SENP8 block-2
Cc1ccc(S(=O)(=O)Nc2nc3ccccc3nc2N2CCN(c3ccccc3F)CC2)cc1,3,1,-1,-32,-14,-9,-482,-5,1
COCCn1c(COc2ccc(OC)cc2)nc2ccccc21,-7,0,-4,-1,6,-11,25,0,-3
O=C(CNC(=O)c1cccc(S(=O)(=O)N2CCc3ccccc32)c1)Nc1ccc(F)c(F)c1F,-1,-9,-4,13,4,-8,3,1,-3
Cc1nc2ccccc2c(=O)n1/N=C/c1ccc(O)cc1,5,1,0,-3,0,8,6,2,-16
O=P(Cc1ccccc1)(Cc1ccccc1)c1ccccc1,-1,.,.,-20,.,.,12,1,.
COC(=O)c1c(C(=O)OC)c(-c2ccc(OC)cc2)n2c1CS(=O)C2 (stereo not drawn),1,-7,-5,-10,-6,-18,1,1,-10
O=C(O)c1ccc(-c2ccccc2)[nH]1,1,0,-2,-9,4,-9,8,-4,2
O=C(Nc1cccc(-c2cccc(F)c2)c1)C1CCN(CC2CCOC2)CC1 (stereo not drawn),-2,-2,-4,5,10,-4,12,-1,1
O=C(CSc1ccc([N+](=O)[O-])cc1)NNC(=O)c1ccccc1F,0,5,0,12,-2,-12,21,2,12
CC(=O)c1c(NC(=O)C(C)C)nc(C)nc1-c1ccccc1,9,1,-2,4,12,3,12,2,-6
CSc1ccc(NC(=O)NCCCN2CCN(c3ccccc3F)CC2)cc1,-5,-7,-4,1,17,3,18,4,-4
COc1ccc(S(=O)(=O)NCc2cccnc2)cc1,-8,3,-2,-4,8,13,5,0,4
C(=C\c1ccccc1)/CSc1nnc(-c2ccccn2)n1Cc1ccco1,-3,9,-3,0,-6,4,8,-8,6
O=C1C(NS(=O)(=O)c2ccc(Cl)cc2)=C(N2CCCCC2)C(=O)c2ccccc21,12,33,-3,17,-58,49,46*,0,9
COc1ccc(CCNC(=O)Cn2nnc(-c3ccccc3F)n2)cc1OC,4,-1,-1,-17,-1,7,9,3,1
C#CCOC(=O)C(NC(=O)c1ccccc1)=C1CCCCC1,-3,-9,-3,2,-16,-12,22,2,1
Cc1ccc(OCc2nc(-c3ccccn3)no2)cc1,-9,60*,-3,7,-8,40,3,3,23
CC(C)(C)OC(=O)C[C@@H]1C/C=C\C[C@@H](CC(=O)NCCO)C(=O)NCCOC1=O,-3,-11,0,-11,-4,-28,13,2,-11
C=CCC[C@H](Cc1ccc(F)cc1)C(=O)OC[C@H](C)NC(=O)[C@H](CC=C)CC(=O)N(CCO)Cc1ccccc1,6,12,-4,7,13,-7,17,1,-6
Cn1c(SCC(=O)Nc2cccc(F)c2)nnc1-c1cc2ccccc2o1,-3,1,-3,1,-7,-15,-46,1,9
COc1ccc(CNC(=O)c2cc(COc3c(F)cccc3F)on2)cc1OC,-4,3,0,-36,5,4,6,1,10
Clc1ncnc2scc(-c3ccc(Br)cc3)c12,4,8,-6,7,3,2,11,2,3
CC(=O)Oc1ccc2c(=O)c(/C=N/c3cc(=O)[nH]c(=S)[nH]3)coc2c1,-6,12,-1,-27,-9,0,-7,-12,1
CC(=O)c1c(-c2ccc(Cl)cc2)c2ccccc2[nH]c1=O,-10,1,0,15,4,0,9,2,8
Cc1cccc(NC(=O)c2cc[n+]([O-])cc2)c1C,-4,-8,2,-4,-4,-16,9,-1,-7
C/C(=N/OCC(=O)Nc1ccc(C)cc1C)c1cccs1,-5,-1,-3,-4,-1,-10,12,4,7
CC1CCC/C(=C\Nc2ccccc2C(=O)O)C1=O (stereo not drawn),-1,1,-1,18,-6,-5,-112,-4,-10
CC(C)(C)NC(=O)C(c1ccc(OCC(N)=O)cc1)N(C(=O)c1cccnc1)C1CC1 (stereo not drawn),-9,8,1,5,4,-10,1,2,-2
COC(=O)Cc1ccc(N(Cc2ccccc2F)S(=O)(=O)c2ccc(C)cc2)cc1,12,-2,-4,13,-8,-1,-7,0,-3
COc1ccccc1OCc1ccc(C(=O)OCC2CCCO2)o1 (stereo not drawn),-10,-3,2,-4,0,-11,16,1,-16

# Taken from above.
# Entry for CN(CC(=O)Nc1ccc2c(c1)OCCO2)S(=O)(=O)c1cccc2cccnc12 in UBC13 inh: -1
# Entry for O=P(Cc1ccccc1)(Cc1ccccc1)c1ccccc1 in SENP8 block-1: 12
# Entry for O=S1(=O)[C@H]2C[C@@H]3C=C[C@@]2(CN1Cc1ccccc1F)O3 in SENP1 inh: 1
# Entry for COc1ccc(CNC(=O)c2cc(COc3c(F)cccc3F)on2)cc1OC in SENP7 inh: 3

# The main list resumes with the 2 entries that preceded the break.
SMILES,HKDC1 inh,SENP7 inh,beta cell repl,PfGluPho inh,UBC13 inh,SENP6 block,SENP8 block-1,SENP1 inh,SENP8 block-2
COC(=O)Cc1ccc(N(Cc2ccccc2F)S(=O)(=O)c2ccc(C)cc2)cc1,12,-2,-4,13,-8,-1,-7,0,-3
COc1ccccc1OCc1ccc(C(=O)OCC2CCCO2)o1 (stereo not drawn),-10,-3,2,-4,0,-11,16,1,-16
Cn1c(N)c(C(=O)COC(=O)/C=C/c2ccccc2F)c(=O)n(C)c1=O,-4,-10,-1,10,-2,-27,2,-1,-9
CCOC(=O)CSC(=S)NC(=O)c1ccc(OC)cc1,-1,9,0,-2,2,-7,12,1,-7
Cc1ccc(Cl)cc1NC(=O)COC(=O)CN1C(=O)C2CCCCC2C1=O (stereo not drawn),-7,0,3,10,4,-20,9,0,-8
Cc1cc(NC(=O)COC(=O)C2CC(=O)N(c3ccccc3)C2)no1 (stereo not drawn),-7,7,-1,3,-2,-7,10,2,-9
Cc1ccc(CNC(=O)CN(CCc2ccccc2)S(C)(=O)=O)cc1,-9,3,1,-12,4,15,22,2,-2
CC(=O)Nc1ccc(N=c2cc([N+](=O)[O-])cc(Cl)n2O)cc1,13,18,-6,16,-17,2,51*,-1,16
NC(=O)C1CCN(c2ccc(C(F)(F)F)cc2[N+](=O)[O-])CC1,-15,7,3,1,8,1,21,2,8
CCOC(=O)c1c(NC(=O)C(C)S(=O)(=O)c2cn(CC)c3ccccc23)sc2c1CCCC2 (stereo not drawn),8,1,-2,36,2,-4,-9,2,7
CSc1nc(NC(C)(C)C)nc(Oc2ccc(=O)n(C)n2)n1,6,-2,3,12,6,-3,1,2,-5
Cc1ccc(C)c(S(=O)(=O)N2CCN(c3nc(-c4cccnc4)nc4ccccc34)CC2)c1,4,-5,-7,-4,-2,-4,-142,-3,-3
COc1ccc(-c2nnc3sc(COc4ccccc4)nn23)cc1,6,-4,-1,2,-18,-11,15,2,-5
CN1CCN(CC(=O)Nc2nc3c(s2)CCCC3)CC1,-5,0,-3,-7,2,-5,8,0,5
COC(=O)C(C)NC(=S)N1CCN(c2c(F)cc3c(=O)c(C(=O)O)cn(C4CC4)c3c2OC)CC1C (stereo not drawn),0,-7,1,3,6,-1,-437,2,9
Cc1ccc(NC(=O)[C@@H]2CCCN2S(=O)(=O)c2ccccc2F)cc1S(=O)(=O)N1CCOCC1,-5,0,0,-8,-5,2,9,-6,-7
Cc1cc(Br)ccc1SCC(=O)OCC(=O)NC(C)c1ccccc1 (stereo not drawn),1,-4,0,11,12,-13,6,5,-7
CCC(=O)Nc1ccc(C(=O)NNC(=O)COc2cc(C)ccc2C)cc1,-6,.,.,5,.,.,8,1,.
COc1ccc(OC)c(S(=O)(=O)NCCC(C)C)c1,3,-4,-2,1,-1,3,5,1,0
COc1cc(CNCc2ccccc2)c(Br)cc1OC1CCCC1,-3,-7,-4,10,11,-10,12,4,-11

# Screens (PubChem)
